Assay outcomes as filed in PubChem BioAssay.
CYP2C19 act: human CYP2C19 activators, primary screen, biochemical, luminescence. Cytochrome P450 2C19 (Homo sapiens), P33261. recombinant CYP2C19, luciferin-H EGE luminescence; active compounds read high; 0 = fully inhibited enzyme, 1 = untreated enzyme. activation factor at 5 µM. 96,000 tested, under 10 active. AID 1025, 2008;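 active = activation factor of at least 2 at 5 µM in the primary screen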;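 note: 0 = wells with 2.5 mM tranylcypromine and 1 = vehicle-only wells; values of inactives mirror those of a sister screen read the other way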
CYP2C9 inh: blockers of cytochrome P450 2C9 activity – biochemical, luminescence, ADME assay, primary screen. P11712. CYP2C9 Supersomes, luciferin-H conversion. inhibition, % at 5 µM. 20% of 96,000 active;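 active = blocking of liver enzyme CYP2C9 beyond about 50% at 5 µM, limit read from the data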; note: values of inactives mirror those of a sister screen read the other way
Target sequence (P11712 whole entry, looked up): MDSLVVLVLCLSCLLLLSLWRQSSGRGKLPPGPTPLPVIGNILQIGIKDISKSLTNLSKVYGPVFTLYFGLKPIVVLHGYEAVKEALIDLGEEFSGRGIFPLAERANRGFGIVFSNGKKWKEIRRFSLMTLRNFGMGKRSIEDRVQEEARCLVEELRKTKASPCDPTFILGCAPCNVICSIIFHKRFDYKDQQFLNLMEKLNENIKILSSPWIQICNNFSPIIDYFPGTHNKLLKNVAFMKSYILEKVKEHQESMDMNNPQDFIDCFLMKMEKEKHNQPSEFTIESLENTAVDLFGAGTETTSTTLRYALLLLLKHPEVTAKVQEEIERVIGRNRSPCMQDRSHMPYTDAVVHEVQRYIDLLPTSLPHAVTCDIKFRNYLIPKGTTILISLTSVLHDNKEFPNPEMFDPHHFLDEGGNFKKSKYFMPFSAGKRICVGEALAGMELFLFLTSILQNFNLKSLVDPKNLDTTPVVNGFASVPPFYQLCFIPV
EphB4 antag: EphB4-ephrin-B2 interaction antagonists, primary screen, biochemical, TNYL-RAW peptide probe, fluorescence polarization. inhibition, % at 7 µM. Ephrin type-B receptor 4 (Homo sapiens), P54760. 0.15% of 97,000 active. EphB4 LBD / TNYL-RAW-Alexa532 peptide;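 active = inhibition above the screen-wide mean inhibition plus 3 SD, cut at about 15% in these data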;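 note: 0% = DMSO wells and 100% = excess unlabeled TNYL-RAW peptide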
PLAP activator: PLAP enzyme activators, biochemical, luminescence, HTS; Alkaline phosphatase, placental type (Homo sapiens), P05187; activation fold at 20 µM; 1.2% of 96,000 active; purified PLAP enzyme, luminescent substrate read-out; active compounds read high; in the data active = activation fold above about 2
Target sequence (P05187 whole entry, looked up): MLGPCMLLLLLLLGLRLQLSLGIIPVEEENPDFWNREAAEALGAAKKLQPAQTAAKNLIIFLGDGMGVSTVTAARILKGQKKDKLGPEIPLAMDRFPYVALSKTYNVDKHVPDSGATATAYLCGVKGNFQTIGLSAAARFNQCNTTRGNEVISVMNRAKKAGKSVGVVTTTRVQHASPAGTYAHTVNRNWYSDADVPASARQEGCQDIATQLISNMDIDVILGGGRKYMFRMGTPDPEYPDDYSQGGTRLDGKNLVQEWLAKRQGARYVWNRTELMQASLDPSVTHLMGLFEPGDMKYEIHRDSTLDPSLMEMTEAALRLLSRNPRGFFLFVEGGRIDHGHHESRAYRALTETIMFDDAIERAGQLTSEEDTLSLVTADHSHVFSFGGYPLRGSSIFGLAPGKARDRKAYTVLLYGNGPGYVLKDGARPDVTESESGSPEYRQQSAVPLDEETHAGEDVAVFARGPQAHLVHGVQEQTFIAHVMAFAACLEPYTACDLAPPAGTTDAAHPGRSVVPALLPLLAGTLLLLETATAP
CYP2C19 inhib: blockers of cytochrome P450 2C19 activity – biochemical, luminescence, ADME assay, primary screen | CYP2C19 Supersomes, luciferin-H EGE luminescence, 30 min | P33261 | inhibition, % at 5 µM | 21% of 96,000 active;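 active = CYP2C19 inhibition above a set limit at 5 µM in the primary screen, cut at about 50% in these data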;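 note: plate controls were negative control wells for no effect and 2.5 mM tranylcypromine positive control for full effect; values of inactives mirror those of a sister screen read the other way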
Plk1 PBD FP: Plk1 polo box domain binding inhibitors, primary screen, biochemical, fluorescence polarization; Serine/threonine-protein kinase PLK1 (Homo sapiens), P53350; Plk1 PBD phosphopeptide binding; inhibition, %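 (tested at about 20 µM)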; 0.13% of 97,000 active; AID 693, 2007; in the data active = inhibition above about 34%, passing the limit was not always enough
Rev-RRE block: HIV-1 Rev-RRE binding inhibitors, primary screen, biochemical, FRET, protein-RNA interaction. AID 704, 2007. Rev peptide-RRE RNA binding. inhibition, % at 8 µM. 0.79% of 97,000 active;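 active = inhibition above the screen-wide mean plus 3 SD, cut at about 35% in these data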;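 note: 0% = median DMSO wells and 100% = median Neomycin B control wells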
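Assay system: labelled RRE RNA duplex and labelled Rev peptide / Medium: HEPES pH 7.5 salt buffer with EDTA / Reagent: labelled Rev peptide / Schedule: 5 + 15 min at 25 °C / Signal: FRET, excitation 480 nm, emission 540 nm donor and 671 nm acceptor / Benchmarks: DMSO and neomycin B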
CYP2C9 activ: human CYP2C9 activators, primary screen, biochemical, luminescence. recombinant CYP2C9, luciferin-H conversion; active compounds read high; factor 1 = untreated enzyme, 0 = blocked. AID 1024, 2008. activation factor at 5 µM. 1.4% of 96,000 active. Cytochrome P450 2C9 (Homo sapiens), P11712;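 active = activation factor of 2 or more for CYP2C9 at a 5 µM dose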;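 note: 0 = sulfaphenazole-blocked wells and 1 = vehicle-only wells; values of inactives mirror those of a sister screen read the other way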
PLK1 kinase inh: human PLK1 kinase inhibitors, primary screen, biochemical, TR-FRET; recombinant PLK1 kinase, TR-FRET peptide phosphorylation; AID 619, 2007; Serine/threonine-protein kinase PLK1 (Homo sapiens), P53350; inhibition, % at 10 µM; 0.53% of 97,000 active;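 active = inhibition of 50% or more in the single-concentration screen; inactive = inhibition below 50%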;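 note: 0% = DMSO max control and 100% = H-89 dihydrochloride min control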
An asterisk follows results filed as active; . = not tested or not shown.

SMILES	CYP2C19 act	CYP2C9 inh	EphB4 antag	PLAP activator	CYP2C19 inhib	Plk1 PBD FP	Rev-RRE block	CYP2C9 activ	PLK1 kinase inh
Cc1ccc(N(CC(=O)NCc2cccnc2)S(C)(=O)=O)cc1C	0.2	26	-12	1.1	84*	0	4	0.7	-2
O=C(CN(Cc1ccccc1)S(=O)(=O)c1ccccc1)N1CCOCC1	0.5	7	-6	1.1	50	-2	1	0.9	-6
O=C(CCCN1C(=O)CCC1=O)Nc1cccc(C(F)(F)F)c1	0.9	13	1	0.9	13	-15	5	0.9	-14
Cc1ccc(C(C(=O)NC2CCCCC2)N2CCC3(CC2)OCCO3)cc1 (stereo unspecified)	0.8	0	6	1.4	17	-25	0	1	1
COc1cccc(C2CC(c3ccc(Cl)cc3)Nc3nc(N)nn32)c1 (stereo unspecified)	0.9	8	.	1.3	11	.	.	0.9	.
O=C(NCC(=O)N(Cc1cccs1)C(C(=O)NC1CCCCC1)c1ccncc1)c1ccco1 (stereo unspecified)	.	.	0	.	.	14	5	.	-10
Cc1ccc(S(=O)(=O)N/N=C\c2ccc([N+](=O)[O-])o2)cc1	0.9	79*	10	0.5	14	1	7	0.2	-10
Fc1ccc(Cn2nnnc2C(c2cccs2)N2CCCCCC2)cc1 (stereo unspecified)	0	83*	3	0.8	96*	15	15	0.2	-6
CCOCc1nnc(NC(=O)COC)s1	1.1	-10	.	1	-8	.	.	1.1	.
CCC(=O)Nc1sc(C(=O)N2CCCCC2)c(C)c1C#N	0.8	9	-1	0.9	20	-1	-3	0.9	5
COc1cc(S(=O)(=O)NCCN2CCOCC2)c(OC)cc1Cl	0.4	12	0	1.3	65*	3	5	0.9	-15
CCS(=O)(=O)c1ccc(S(=O)(=O)CC)s1	1.1	-3	4	1	-6	-34	3	1	-2
COc1ccc(-n2c(C)nnc2SCC(=O)N2C(C)CCCC2C)cc1 (stereo unspecified)	1	6	-3	1.8	-1	-15	2	0.9	-8
O=C(Nc1cccs1)Nc1ccccc1Cl	0.7	7	0	1	35	-8	6	0.9	-4
CN(Cc1nc(-c2ccncc2)no1)S(=O)(=O)c1ccc(Cl)cc1	0	93*	-2	0.9	96*	-16	6	0.1	11
CCC1(C)Cc2nc3sc(C(=O)O)c(N)c3cc2CO1 (stereo unspecified)	1.2	1	.	1.3	-18	.	.	1	.
CO/N=C/c1cc([N+](=O)[O-])ccc1Sc1ccc(C)cc1	0.4	64*	8	0.7	65*	33	15	0.4	-10
COCCCNC(=O)CCc1nc2cccnc2n1Cc1ccc(OC)cc1	1	-1	-5	1.3	-3	11	0	1	-15
CN(C)c1ccc(CN(C(=O)COc2ccc(F)cc2)C2CCS(=O)(=O)C2)cc1 (stereo unspecified)	0.6	3	-6	1.2	39	2	1	1	-8
CCc1cc(=O)oc2cc(C)cc(OC(=O)c3ccco3)c12	0.3	25	10	0.8	66*	1	1	0.8	-2

Entries listed so far shown as hits in CYP2C19 inhib:
SMILES	CYP2C19 act	CYP2C9 inh	EphB4 antag	PLAP activator	CYP2C19 inhib	Plk1 PBD FP	Rev-RRE block	CYP2C9 activ	PLK1 kinase inh
Cc1ccc(N(CC(=O)NCc2cccnc2)S(C)(=O)=O)cc1C	0.2	26	-12	1.1	84*	0	4	0.7	-2
Fc1ccc(Cn2nnnc2C(c2cccs2)N2CCCCCC2)cc1 (stereo unspecified)	0	83*	3	0.8	96*	15	15	0.2	-6
COc1cc(S(=O)(=O)NCCN2CCOCC2)c(OC)cc1Cl	0.4	12	0	1.3	65*	3	5	0.9	-15
CN(Cc1nc(-c2ccncc2)no1)S(=O)(=O)c1ccc(Cl)cc1	0	93*	-2	0.9	96*	-16	6	0.1	11
CO/N=C/c1cc([N+](=O)[O-])ccc1Sc1ccc(C)cc1	0.4	64*	8	0.7	65*	33	15	0.4	-10
CCc1cc(=O)oc2cc(C)cc(OC(=O)c3ccco3)c12	0.3	25	10	0.8	66*	1	1	0.8	-2

Following part.
SMILES	CYP2C19 act	CYP2C9 inh	EphB4 antag	PLAP activator	CYP2C19 inhib	Plk1 PBD FP	Rev-RRE block	CYP2C9 activ	PLK1 kinase inh
CN(C)c1ccc(CNC23CN4CN(CN(C4)C2)C3)cc1	1	-5	8	0.8	0	8	6	1	-8
CSc1nc2sc3c(c2c(=O)[nH]1)CCC(C)C3 (stereo unspecified)	0.9	33	0	1	15	3	6	0.7	-16
COc1ccc(/C=N/S(=O)(=O)c2cccs2)cc1	1	3	0	0.9	1	-12	8	1	-11
COc1ccccc1NC(=O)/C=C/C(N)=O	1	-19	0	0.9	0	-32	-1	1.2	-2
CCCSc1nnc(-c2cccc(S(=O)(=O)N(C)C)c2)n1-c1cc(OC)ccc1OC	0.2	86*	-2	1.5	77*	-23	3	0.1	-22
CC1CCc2c(C(=O)NCC3CCCO3)csc2C1 (stereo unspecified)	0.8	-47	2	1.1	16	-10	3	1.5	-10
N#Cc1c(/N=C/N2CCCC2)oc(-c2ccccc2)c1-c1ccccc1	0.5	80*	-7	1.5	46	-23	1	0.2	2
O=C1CC(O)(c2ccccc2)C(c2ccccc2)=C1c1ccccc1 (stereo unspecified)	.	.	7	.	.	-5	15	.	-9
COc1cccc(C2CC(c3ccc(Cl)cc3Cl)Nc3nc(N)nn32)c1 (stereo unspecified)	0.3	54*	5	1.8	67*	-27	-1	0.5	-9
Cn1c(=O)n(CC#N)c2ccccc21	1	-13	-8	1	-4	14	3	1.1	-8
CCOc1ccccc1Nc1nnc(SCC(=O)Nc2cc(C)on2)s1	0.9	7	3	1	10	0	3	0.9	0
O=c1cc(Nc2ccc3c(c2)OCO3)[nH]c(=O)n1-c1ccc(Br)cc1	.	.	2	.	.	11	11	.	-7
CCOc1ccc(Cn2nnc(C(=O)NCCc3ccc(Cl)cc3)c2N)cc1	0.6	27	7	0.8	38	16	5	0.7	-15
CCOc1cc(NC(=O)c2ccco2)c(OCC)cc1NC(=O)Cc1ccc(OC)c(OC)c1	0.9	32	-4	0.9	11	-18	6	0.7	1
O=C1CSC(=Nc2ccccc2Cl)N1	0.8	8	-2	0.9	22	-26	10	0.9	-11
O=C(NC1CCCC1)c1csc2c1CCCC2	1	-22	-5	1.1	5	0	2	1.2	0
COC(=O)c1c(C)nc2ccccc2c1-c1ccccc1	0.7	34	-3	1	25	-11	4	0.7	-9
CCc1ccc(NC(=O)c2onc(C)c2Cl)cc1	1.1	4	-11	0.9	-6	-12	1	1	-2
CCN(CC)CCCOC(=O)C1(c2ccccc2)CCCC1	0.7	19	-3	1.9	28	-5	2	0.8	-4
O=C(N/C(=C\c1ccc2c(c1)OCO2)C(=O)N1CCOCC1)c1cccs1	1.1	-7	-8	1	-6	-21	1	1.1	-2
COc1ccc(N2CCN(C3CC(=O)N(c4ccc5c(c4)OCCO5)C3=O)CC2)cc1 (stereo unspecified)	0.9	-1	1	1	10	18	5	1	-18
CCOC(=O)c1sc(NC(=O)CSc2nnc(C)s2)c(C(=O)OCC)c1C	0.4	88*	1	1.4	62*	-9	16	0.1	-10
O=C(Nn1cnc2ccccc2c1=O)C1CCCCC1	0.9	16	-1	1.1	7	-17	0	0.8	-5
CCOC(=O)C1CCCN(C(=O)c2c(-c3ccccc3Cl)noc2C)C1 (stereo unspecified)	0.2	69*	2	1.3	79*	-13	2	0.3	-8
COc1ccc2nc(NC(=O)CSc3nnc4n3C(C)(C)Cc3ccccc3-4)sc2c1	1	-9	2	0.9	0	-12	2	1.1	-2
c1ccc(CCn2nnnc2C(c2cccnc2)N2CCN(c3ccccc3)CC2)cc1 (stereo unspecified)	0.2	73*	-6	1.6	81*	1	-1	0.3	-5
CC(C)N(C)CCOC(=O)c1ccc2c(c1)OCCO2	.	.	-2	.	.	15	3	.	-13
Cc1ccc(NC(=O)c2c(C(F)(F)F)nn(C)c2SCc2cccc(C(F)(F)F)c2)cc1C	0.5	92*	0	1	46	-1	6	0.1	3
O=C(NC(=S)NNC(=O)c1ccccc1[N+](=O)[O-])c1ccccc1	.	.	4	.	.	-14	6	.	-4
CN(C)c1cccc(C(=O)OCC(=O)NCc2ccco2)c1	.	.	-3	.	.	-6	1	.	-10
O=C(COc1cccc2cccnc12)NCC(F)(F)F	0.8	0	0	1.3	23	-22	25	1	4
CC(=O)OCC1OC(c2ccccc2)C(OC(C)=O)C(OC(C)=O)C1OC(C)=O (stereo unspecified)	0.7	-8	0	1.6	26	19	-3	1.1	7
Cc1ccc(Cn2ccc(NC(=O)c3cc(-c4ccccc4)on3)n2)cc1	0.9	-6	2	0.9	6	4	3	1.1	0
O=C(NCc1ccccc1)N1CCN(c2ccccc2F)CC1	0.4	14	2	0.9	62*	-12	9	0.9	-6
COc1ccc(NC(=S)Nc2ccc(F)cc2)c(OC)c1	.	.	-10	.	.	-2	-1	.	-4
CCCCNC(=O)c1onc(CSc2cccc(C)c2)c1C(=O)O	0.9	76*	-1	1.3	10	-4	5	0.2	-6
O=C(NCc1cccnc1)NC1CCCN1S(=O)(=O)c1ccc(Cl)cc1 (stereo unspecified)	0.6	23	-4	1	37	-6	6	0.8	-10
COc1ccc(C(C)=O)cc1COC(=O)c1cnc(C)cn1	0.8	18	-5	1.4	24	-11	5	0.8	3
O=C(CSc1nnc(-c2ccc(O)cc2)n1Cc1ccco1)c1ccccc1	0.6	50*	-6	1.1	38	2	12	0.5	2
Cc1oc2cc(O)ccc2c(=O)c1N1C(=O)c2ccccc2C1=O	1.1	-118	1	1.1	-8	-7	8	2.2*	5
CCOC(=O)C1=C(CSc2nncn2C)NC(=O)NC1c1cc(OCC)ccc1OCC (stereo unspecified)	1.2	-23	3	1.4	-17	3	-5	1.2	-10
C=CCn1c(=O)c2ccccc2n2c(SCC(=O)Nc3cc(C)on3)nnc12	0.7	50*	-1	0.8	31	-1	5	0.5	-8
CCCNS(=O)(=O)c1ccc(NC(=O)c2cccnc2)cc1	0.6	98*	4	0.8	38	-18	9	0	-1
COc1ccc(-c2nnc(SCc3ccccc3)n2N)cc1	0.8	-8	11	0.9	21	4	-1	1.1	-5
CC(C)(C)NC(=O)NC(=O)CSc1ncc(C(F)(F)F)cc1Cl	1	-6	-2	0.9	4	-12	7	1.1	-19
O=C(CN1C(=O)CSC1=O)c1ccccc1	1	13	10	1	1	-14	11	0.9	-2
Cn1c2c(c(=O)n(C)c1=O)C(NC(=O)c1cccs1)(C(F)(F)F)C(=O)N2 (stereo unspecified)	0.9	6	-1	1	5	-12	3	0.9	-14
CCc1nnc(NC(=O)CN2CCN(c3cccc(OC)c3)CC2)s1	.	.	-3	.	.	13	-3	.	-10
CCOc1ccc(N(CC(=O)Nc2ccccc2C)S(=O)(=O)c2c(C)noc2C)cc1	0.1	48	-2	1.4	87*	-6	14	0.5	-16
O=C(Nc1ccccc1N1CCN(C(=O)c2ccccc2)CC1)c1cc(Br)ccc1Cl	0.3	82*	4	1.2	71*	-18	0	0.2	-8
CCOC(=O)c1sc2nc(N3CCCC3)c3c(c2c1N)CC(C)(C)OC3	1	7	-1	1	4	-22	3	0.9	-15
COC(=O)CSc1nc(C)c(Oc2ccccc2)c(=O)[nH]1	0.4	-9	4	1	64*	-1	-2	1.1	-6
